KCNK3 inh = human KCNK3 channel inhibition, primary screen. O14649. CHO-KCNK3 thallium flux, FluxOR fluorescence; hits give low values. B-score at 10 µM. 340,000 tested, 0.84% active. AID 602410;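 active means B-score under library mean minus 4 SD, starting fluorescence ratio at most library mean plus 5 SD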;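 further: more negative B-score means stronger inhibition of thallium flux through KCNK3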
Target sequence (O14649 whole entry, looked up): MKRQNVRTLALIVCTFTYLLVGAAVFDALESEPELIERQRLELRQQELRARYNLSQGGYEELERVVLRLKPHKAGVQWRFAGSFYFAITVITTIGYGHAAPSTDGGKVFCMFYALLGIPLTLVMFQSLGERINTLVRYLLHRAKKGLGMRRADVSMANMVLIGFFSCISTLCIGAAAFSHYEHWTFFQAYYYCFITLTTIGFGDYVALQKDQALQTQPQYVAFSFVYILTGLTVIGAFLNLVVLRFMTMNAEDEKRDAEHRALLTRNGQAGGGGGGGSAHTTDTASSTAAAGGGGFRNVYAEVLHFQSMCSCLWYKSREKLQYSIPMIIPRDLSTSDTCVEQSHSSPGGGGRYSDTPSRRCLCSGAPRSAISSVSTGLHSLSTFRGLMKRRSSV
hERG protect = hERG (human) protection from proarrhythmic block; Q12809; CHO-hERG, FluxOR thallium flux, dofetilide IC70 present; activation (rescue from dofetilide block), less the hit threshold, % at 10 µM; 310,000 tested, 0.51% active;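 active means activation above the mean of controls blocked by dofetilide plus 5 SD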;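 further: thallium influx through hERG after potassium depolarization seen as dye fluorescence rise; in these data hits start at about 4.7%; inactives centre near -7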
KCNQ1 act = human KCNQ1 channel potentiation or activation; P51787; CHO-K1 KCNQ1, thallium flux FluxOR fluorescence; hits give high values; B-score at 10 µM; 310,000 tested, 0.35% active; AID 2648;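 active means fluorescence ratio B-score, a plate-corrected score, at least three library SD, with initial intensity B-score within 5 SD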
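System: Stable KCNQ1 CHO-K1 line | Incubation: 90 min dye loading and 20 min compound exposure, both at room temperature | Measure: Ratio B score | Medium: Assay buffer for compound exposure, DMSO matched across wells | Compound dosing: Single-concentration screen | Probe or stimulus: K+/Tl+ depolarizing stimulus | Measured by: Kinetic FluxOR fluorescence, 10 s baseline plus 110 s post-stimulus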
HDAC3 inh = inhibitors of human histone deacetylase 3; O15379; recombinant HDAC3, fluorogenic peptide/trypsin coupled, fluorescence; inhibition, % at 8.3 µM; 320,000 tested, 0.15% active; in the data active means inhibition above about 26%, passing the limit was not always enough
ANO1 block = blocks the mouse calcium-activated chloride channel TMEM16A | Q8BHY3 | HEK293 TMEM16A/YFP iodide influx fluorescence, ionomycin | normalized B-score (activity score, 25-100; higher = stronger inhibition) at 10 µM | 310,000 tested, 1.2% active | AID 588511;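 active means ratio plate-corrected score three or more library SD toward inhibition, starting fluorescence score within five deviations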;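 further: score derived from kinetic fluorescence span divided by baseline fluorescence per well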
KCNQ1 inh = blocks the human KCNQ1 potassium channel; AID 2642; CHO-K1 KCNQ1, FluxOR thallium flux fluorescence; hits give high values; B-score at 10 µM; 310,000 tested, 1.3% active;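 active means compounds whose thallium flux B-score, printed positive for inhibition, exceeds three library SD while starting fluorescence stays within three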;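 further: channel opened by potassium depolarization with thallium stimulus after 20 min compound exposure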
SKKanGAS inh = blocks kanamycin growth of S. pyogenes SKKanGAS strain; BacTiter-Glo, 6 h; inhibition, % at 7.5 µM; 300,000 tested, 1.3% active; AID 1662;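 active means mean replicate score, as percent of positive control median, at least 50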;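 further: strain carries kanamycin resistance gene driven by streptokinase promoter and grows in 40 µg/ml kanamycin; loss of luminescence reflects streptokinase promoter inhibition or plain growth inhibition; 0% = median of DMSO wells and 100% = positive control at its reference dose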
RGS4 pot = potentiators or activators of RGS4; HEK293 M3R/inducible RGS4, carbachol calcium flux Fluo4; hits give low values; B-score at 10 µM; 310,000 tested, 0.92% active; AID 463111;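 active means B-score of the integrated calcium signal more than 4 SD below the library mean, with starting fluorescence not abnormally high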;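 further: negative B-score means reduced calcium response which marks RGS4 activation or potentiation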
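Material: Inducible-RGS4 HEK293 cells carrying M3 receptor; also added: carbachol at ECmax as muscarinic agonist stimulus; incubation: compound preincubation 20 min at room temperature before agonist; signal: Fluo4-AM (2 µM) calcium-flux fluorescence, kinetic read; measure: integrated calcium ratio converted to B score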
KCNK9 inh = human KCNK9 channel inhibition; HEK293 KCNK9, FluxOR thallium flux fluorescence; hits give low values; AID 488922; 310,000 tested, 1.2% active; B-score at 10 µM; Q9NPC2;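 active means ratio B-score over 3 SD below the library mean, with starting fluorescence within 5 SD of its mean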;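 further: negative B-score means less thallium flux so channel inhibition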
Target sequence (Q9NPC2 whole entry, looked up): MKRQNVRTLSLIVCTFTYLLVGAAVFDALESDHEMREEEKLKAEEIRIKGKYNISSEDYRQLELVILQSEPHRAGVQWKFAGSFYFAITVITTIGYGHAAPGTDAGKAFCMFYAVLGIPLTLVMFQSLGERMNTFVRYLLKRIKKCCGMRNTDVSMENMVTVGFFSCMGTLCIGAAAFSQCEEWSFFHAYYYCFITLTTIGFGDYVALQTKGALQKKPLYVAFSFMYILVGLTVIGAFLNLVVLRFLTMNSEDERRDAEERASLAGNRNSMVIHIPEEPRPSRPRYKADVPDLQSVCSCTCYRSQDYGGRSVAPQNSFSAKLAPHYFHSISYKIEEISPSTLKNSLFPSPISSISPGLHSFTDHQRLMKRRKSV
RGS4 block = inhibitors of human RGS4 | P49798 | HEK293 M3R/RGS4 inducible, Fluo-4 calcium flux; hits give high values; triggered by carbachol at its EC20 | B-score at 10 µM | 310,000 tested, 0.45% active | AID 463165;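 active means B-score, a plate-corrected calcium signal, over three deviations above library mean, with baseline fluorescence within five deviations of library mean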;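 further: RGS4 expression induced by doxycycline in cells with stable M3 receptor; B-score is computed from the integrated fluorescence ratio over baseline after carbachol; higher B-score means a larger calcium signal and so more RGS4 inhibition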
Target sequence (P49798 whole entry, looked up): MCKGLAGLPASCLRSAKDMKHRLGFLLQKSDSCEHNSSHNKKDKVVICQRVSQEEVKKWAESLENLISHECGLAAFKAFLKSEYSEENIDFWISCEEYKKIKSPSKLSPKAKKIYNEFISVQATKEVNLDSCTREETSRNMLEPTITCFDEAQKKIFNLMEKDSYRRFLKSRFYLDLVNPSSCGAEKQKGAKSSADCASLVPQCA
TMEM16A act = mouse TMEM16A channel activation, primary screen. B-score at 10 µM. HEK293 TMEM16A/YFP-H148Q/I152L, iodide quench fluorescence; hits give low values. Q8BHY3. 340,000 tested, 0.3% active;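 active means fluorescence-ratio B-score plate-corrected deviation score at least 3 library SD below zero, with starting fluorescence score within 5 deviations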;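 further: channel opened by trigger with iodide after compound preincubation; score built on the fluorescence ratio of max minus min over baseline; more negative score means more quench and so TMEM16A activation or potentiation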
Starred values were filed as active, the others as inactive; i = inactive; · = no result given.

[1] COc1ccc(C(C(=O)NC2CCCCC2)N(Cc2cccs2)C(=O)Cc2c[nH]c3ccccc23)cc1OC (stereo not drawn)
[2] Cc1ccc(S(=O)(=O)CC(=O)Nc2c(C)n(C)n(-c3ccccc3)c2=O)cc1
[3] O=C(O)C1CCN(S(=O)(=O)N2CCOCC2)CC1
[4] Cn1c(=O)cc(SCC(=O)N2CCCC2)c2ccc(Cl)cc21
[5] NC(=O)C1CCN(C(=O)c2cnn(-c3ccccc3)c2NC(=O)c2ccco2)CC1
[6] Cc1nn(Cc2noc(C(=O)NCCc3ccccn3)n2)c(C)c1Br
[7] COCCn1c(SCC(=O)NCC2CCCO2)nc2c(c1=O)SC(C)C2 (stereo not drawn)
[8] CCN(CC)S(=O)(=O)c1ccc(Cl)c(NC(=O)COc2ccc(OC)cc2)c1

assay / compound | 1 | 2 | 3 | 4 | 5 | 6 | 7 | 8
KCNK3 inh | i | i | i | i | i | i | i | i
hERG protect | -9 | -21 | -9 | -7 | -7 | -11 | -8 | -5
KCNQ1 act | i | i | i | i | i | i | i | i
HDAC3 inh | -1 | 3 | -2 | 7 | 8 | -3 | · | -5
ANO1 block | i | i | i | i | i | i | i | i
KCNQ1 inh | i | i | i | i | i | i | i | i
SKKanGAS inh | 17 | -2 | 4 | -3 | -2 | -26 | -1 | -2
RGS4 pot | i | i | i | i | i | i | i | i
KCNK9 inh | i | i | i | i | i | i | i | i
RGS4 block | i | i | i | i | i | i | i | i
TMEM16A act | i | i | i | i | i | i | i | i

Along the list, from the results shown.
KCNQ1 act, compounds 1 to 8 → i, i, i, i, i, i, i, i
ANO1 block, compounds 1 to 8 → i, i, i, i, i, i, i, i

Next section:
[9] O=C(N/N=C/c1ccccc1)c1ccc(-c2ccccc2)cc1
[10] CC1CCN(C(=O)COC(=O)c2cccc(NS(=O)(=O)c3ccccc3)c2)CC1
[11] COc1ccc(S(=O)(=O)N2CCCC(C(=O)Nc3cccc(C(C)=O)c3)C2)cc1 (stereo not drawn)
[12] O=[N+]([O-])c1ccc(/C=N/NC(=S)Nc2ccc(Cl)cc2Cl)s1
[13] Cc1ccc(OCCCC(=O)Nc2ccc(N3CCOCC3)cc2)cc1
[14] O=C(C1CCCCC1)N1CCCC(c2nc(-c3ccc(F)cc3)no2)C1 (stereo not drawn)
[15] CN(CC(=O)NCc1ccc(F)cc1)S(=O)(=O)c1cccc2nsnc12
[16] Cc1cc(C)c(N=Cc2c(O)n(-c3nccs3)c(=O)c3ccccc23)c(C)c1

assay / compound | 9 | 10 | 11 | 12 | 13 | 14 | 15 | 16
KCNK3 inh | i | i | i | i | i | i | i | i
hERG protect | -4 | -16 | -6 | -2 | -3 | -7 | -9 | -12
KCNQ1 act | i | i | i | i | i | i | i | i
HDAC3 inh | 8 | 2 | 6 | 4 | 5 | 4 | 2 | -1
ANO1 block | i | i | i | i | i | i | i | i
KCNQ1 inh | i | i | i | i | i | i | i | i
SKKanGAS inh | -3 | -2 | -3 | 77* | 0 | -11 | -3 | 31
RGS4 pot | i | i | i | i | i | i | i | i
KCNK9 inh | i | i | i | i | i | i | i | i
RGS4 block | i | i | i | i | i | i | i | i
TMEM16A act | i | i | i | i | i | i | i | i

Overlap with the part before: 3 compounds, followed by the next part.
[14] O=C(C1CCCCC1)N1CCCC(c2nc(-c3ccc(F)cc3)no2)C1 (stereo not drawn)
[15] CN(CC(=O)NCc1ccc(F)cc1)S(=O)(=O)c1cccc2nsnc12
[16] Cc1cc(C)c(N=Cc2c(O)n(-c3nccs3)c(=O)c3ccccc23)c(C)c1
[17] Cc1ccc(S(=O)(=O)NCc2ccco2)c(C)c1C
[18] Cc1cc(C(=O)Nc2ccccc2C(=O)O)c(C)o1
[19] CC(=O)c1c(O)cc(C)n(Nc2nc(C)cc(C)n2)c1=O
[20] Cc1ccc(-n2cc(C(=O)c3ccccc3O)cn2)cc1
[21] COC(=O)c1cn(Cc2ccccc2C)nn1
[22] CC(=O)N(C)c1ccc(NC(=O)C(Sc2ccccc2)c2ccccc2)cc1 (stereo not drawn)
[23] COc1ccccc1N(CC(=O)N1CCN(c2ccccc2)CC1)S(=O)(=O)c1ccc(C)cc1
[24] N#CC1(NC(=O)CSc2nnc(-c3ccccc3F)n2N)CCCCC1

assay / compound | 14 | 15 | 16 | 17 | 18 | 19 | 20 | 21 | 22 | 23 | 24
KCNK3 inh | i | i | i | i | i | i | i | i | i | i | i
hERG protect | -7 | -9 | -12 | -10 | -7 | -8 | -10 | -5 | -10 | -15 | -18
KCNQ1 act | i | i | i | i | i | i | i | i | i | i | i
HDAC3 inh | 4 | 2 | -1 | 2 | -2 | 9 | -5 | 8 | 2 | 6 | 0
ANO1 block | i | i | i | i | i | i | i | i | i | i | i
KCNQ1 inh | i | i | i | i | i | i | i | i | i | i | i
SKKanGAS inh | -11 | -3 | 31 | 1 | 7 | 8 | 10 | 0 | -2 | 3 | 6
RGS4 pot | i | i | i | i | i | i | i | i | i | i | i
KCNK9 inh | i | i | i | i | i | i | i | i | i | i | i
RGS4 block | i | i | i | i | i | i | i | i | i | i | i
TMEM16A act | i | i | i | i | i | i | i | i | i | i | i

[25] COc1cc(CN2CCC(CO)(CCOc3ccccc3)CC2)cc(OC)c1
[26] Brc1cccc(CNCc2cccs2)c1
[27] Nc1nc(F)cc(NCc2ccccc2)n1
[28] Cc1cccc(NC(=O)CSc2nnc(Cn3nnc(-c4ccccc4)n3)n2-c2ccccc2)c1
[29] CCOC(=O)CN(C(=O)CSc1nnc(-c2ccc(OC)c(OC)c2)o1)c1ccccc1
[30] CC(C)c1nnc(NC(=O)C2CCN(C(=O)c3ccco3)CC2)s1
[31] CCCOC(=O)Oc1ccc2c(=O)c(Oc3cc(C)cc(C)c3)coc2c1
[32] O=C(O)c1ccccc1SCC(=O)N1CCCCC1

assay / compound | 25 | 26 | 27 | 28 | 29 | 30 | 31 | 32
KCNK3 inh | i | i | i | i | i | i | i | i
hERG protect | -16 | -5 | -8 | -4 | -4 | -4 | -8 | -8
KCNQ1 act | i | i | i | i | i | i | i | i
HDAC3 inh | -5 | -4 | -6 | 1 | -5 | 7 | 3 | 0
ANO1 block | i | i | i | i | i | i | i | i
KCNQ1 inh | i | i | i | i | i | i | i | i
SKKanGAS inh | -6 | 3 | 2 | 12 | 10 | -1 | -2 | -4
RGS4 pot | i | i | i | i | i | i | i | i
KCNK9 inh | i | i | i | i | i | i | i | i
RGS4 block | i | i | i | i | i | i | i | i
TMEM16A act | i | i | i | i | i | i | i | i

[33] COc1ccc(-n2c(Cc3cccn3C)nnc2SCC(=O)N2CCCc3ccccc32)cc1
[34] Cc1ccc(Sc2ccc(NC(=O)CCl)cc2)cc1C
[35] O=C(c1cccnc1)N1CCN(C(=O)c2ccccc2F)CC1
[36] O=C(O)CCNC(=O)c1ccc(N=Nc2ccc(O)c(C(=O)O)c2)cc1
[37] CC(=O)Oc1ccc(-n2c(=O)c3ccccc3c3ccccc3c2=O)cc1
[38] Cc1c(Cl)cccc1N=c1c([N+](=O)[O-])nn(-c2ccccc2)n1O
[39] CCOC(=O)c1cc(=O)n(-c2ccc(Cl)cc2C)[nH]1
[40] CC(/C=N/NC(=O)c1cccc(F)c1)=C\c1ccccc1

assay / compound | 33 | 34 | 35 | 36 | 37 | 38 | 39 | 40
KCNK3 inh | i | i | i | · | i | i | i | i
hERG protect | -10 | -12 | -7 | -4 | -11 | 2 | -8 | -7
KCNQ1 act | i | i | i | i | i | i | i | i
HDAC3 inh | 7 | 4 | -5 | · | 8 | -11 | -2 | -2
ANO1 block | i | i | i | · | i | i | i | i
KCNQ1 inh | i | i | i | i | i | i | i | i
SKKanGAS inh | 7 | 11 | -2 | 1 | -13 | 7 | 21 | -17
RGS4 pot | i | i | i | i | i | i | i | i
KCNK9 inh | i | i | i | i | i | i | i | i
RGS4 block | i | i | i | i | i | i | i | i
TMEM16A act | i | i | i | · | i | i | i | i

[41] C=CCOC(=O)C1=C[C@H](c2ccc(Br)cc2)C[C@H](OCc2ccc(CO)cc2)O1
[42] N#C/C(=C/c1ccc(N2CCCCCC2)o1)c1ccc(F)cc1
[43] COc1cc(/C=N/NC(=O)c2cccc(NC(=O)c3ccccc3)c2)ccc1O
[44] Cc1nn(-c2cccc3cccnc23)c(=O)c2ccccc12
[45] O=C(N/N=C/c1cccs1)c1n[nH]c2c1CCCC2
[46] Cc1cccc(-n2c(Cc3ccccc3)nnc2SCC(=O)N2CCOCC2)c1
[47] Cc1cc(C(=O)NCc2ccccc2Cl)n(-c2ccccc2)n1
[48] Cc1ccc(Nc2nnc(-c3ccncc3)s2)c(Br)c1

assay / compound | 41 | 42 | 43 | 44 | 45 | 46 | 47 | 48
KCNK3 inh | i | -11* | i | i | i | i | i | i
hERG protect | -9 | -14 | -15 | -5 | -7 | -9 | -17 | -10
KCNQ1 act | i | i | i | i | i | i | i | i
HDAC3 inh | 13 | -2 | 8 | 2 | 3 | -2 | -3 | 5
ANO1 block | i | i | i | i | i | i | i | i
KCNQ1 inh | i | i | i | i | i | i | i | i
SKKanGAS inh | 12 | 65* | -1 | 2 | 1 | 3 | 0 | -10
RGS4 pot | i | i | i | i | i | i | i | i
KCNK9 inh | i | -9.3* | i | i | i | i | i | i
RGS4 block | i | i | i | i | i | i | i | i
TMEM16A act | i | i | i | · | i | i | i | i

Reprinted from the part before: 2 entries, followed by the next part.
[47] Cc1cc(C(=O)NCc2ccccc2Cl)n(-c2ccccc2)n1
[48] Cc1ccc(Nc2nnc(-c3ccncc3)s2)c(Br)c1
[49] CC(C)CN(C(=O)C1CCCO1)C1CCS(=O)(=O)C1 (stereo not drawn)
[50] CCOC(=O)c1cc2c(C(F)(F)F)cc(-c3cccnc3)nc2o1
[51] COc1cccc(OCCSc2nc(C)c(Cc3ccccc3)c(=O)[nH]2)c1
[52] CCOC(=O)c1[nH]c(C)c(C(=O)N2CCN(C(=O)c3ccco3)CC2)c1C

assay / compound | 47 | 48 | 49 | 50 | 51 | 52
KCNK3 inh | i | i | i | i | i | i
hERG protect | -17 | -10 | -7 | -9 | -4 | -9
KCNQ1 act | i | i | i | i | i | i
HDAC3 inh | -3 | 5 | -1 | 3 | 4 | 7
ANO1 block | i | i | i | i | i | i
KCNQ1 inh | i | i | i | i | i | i
SKKanGAS inh | 0 | -10 | -8 | -5 | 4 | -6
RGS4 pot | i | i | i | i | i | i
KCNK9 inh | i | i | i | i | i | i
RGS4 block | i | i | i | i | i | i
TMEM16A act | i | i | i | i | i | i

Screening data as filed in PubChem BioAssay.
